Screens as filed in PubChem.
IDE act – IDE (human) activation, cell-based; HEK cells, FAbeta-B cleavage, fluorescence polarization; 0% vehicle, 100% cell-free pure enzyme wells; activation, % at 5.96 µM; 340,000 tested, 0.073% active; AID 493087;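 active = activation above the mean of all tested compounds plus 3 SD, set per screening campaign, cut at about 17% in these data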
Target sequence (P14735 whole entry, looked up): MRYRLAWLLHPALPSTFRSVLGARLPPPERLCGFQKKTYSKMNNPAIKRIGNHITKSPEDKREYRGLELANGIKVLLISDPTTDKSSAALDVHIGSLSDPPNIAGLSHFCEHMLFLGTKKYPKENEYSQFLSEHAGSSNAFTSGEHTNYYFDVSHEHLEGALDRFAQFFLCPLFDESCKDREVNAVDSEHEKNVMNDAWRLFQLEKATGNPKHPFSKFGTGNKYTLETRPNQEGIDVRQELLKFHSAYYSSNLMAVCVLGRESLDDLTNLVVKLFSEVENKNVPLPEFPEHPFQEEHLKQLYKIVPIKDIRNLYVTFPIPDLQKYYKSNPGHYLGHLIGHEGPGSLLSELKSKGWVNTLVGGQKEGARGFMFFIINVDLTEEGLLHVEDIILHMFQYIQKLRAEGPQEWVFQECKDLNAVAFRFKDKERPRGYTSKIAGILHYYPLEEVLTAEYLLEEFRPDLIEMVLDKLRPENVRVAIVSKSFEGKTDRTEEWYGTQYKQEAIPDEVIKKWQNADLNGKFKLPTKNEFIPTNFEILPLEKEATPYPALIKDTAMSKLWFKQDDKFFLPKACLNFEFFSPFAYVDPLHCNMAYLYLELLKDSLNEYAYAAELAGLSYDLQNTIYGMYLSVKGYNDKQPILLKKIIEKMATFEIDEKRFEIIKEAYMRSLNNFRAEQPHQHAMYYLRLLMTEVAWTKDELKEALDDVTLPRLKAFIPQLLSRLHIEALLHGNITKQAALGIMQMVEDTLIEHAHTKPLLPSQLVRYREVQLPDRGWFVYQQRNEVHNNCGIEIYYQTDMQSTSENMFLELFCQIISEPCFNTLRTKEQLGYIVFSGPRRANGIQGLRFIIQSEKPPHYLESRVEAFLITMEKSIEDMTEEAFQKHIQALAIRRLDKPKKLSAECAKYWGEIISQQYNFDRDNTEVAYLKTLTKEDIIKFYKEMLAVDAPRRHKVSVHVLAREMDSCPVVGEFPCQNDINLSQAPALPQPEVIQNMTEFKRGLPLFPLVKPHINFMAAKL
IMP-1 inh – blocks Pseudomonas aeruginosa IMP-1 metallo-beta-lactamase | purified IMP-1, nitrocefin hydrolysis, epi-absorbance fluorescence | inhibition, % at 5.6 µM | 290,000 tested, 0.45% active | AID 1556;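 active = inhibition above the mean plus 3 SD of all compounds in the same screening run, cut at about 4.5% in these data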;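 note: 0% = IMP-1 with DMSO and 100% = DMSO wells lacking enzyme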
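System: Purified recombinant IMP-1 metallo-beta-lactamase enzyme | Measured by: Fluorescence quenching readout, ex 480/em 530 nm | Replication: Singlicate | Incubation: 15 min preincubation plus 25 min reaction at 25 °C | Evaluation: Percent inhibition from optical density relative to buffer-blank wells | Benchmarks: DMSO with and without IMP-1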
PHOSPHO1 inh – blocks human PHOSPHO1 phosphatase activity. Q8TCT1. recombinant PHOSPHO1, absorbance phosphatase assay. inhibition, % at 13.3 µM. 290,000 tested, 1.1% active. AID 1565; in the data active = inhibition above about 60%
VIM-2 inhibitor – inhibitors of Pseudomonas aeruginosa VIM-2 metallo-beta-lactamase; purified VIM-2, nitrocefin hydrolysis, epi-absorbance fluorescence; inhibition, % at 5.6 µM; 290,000 tested, 0.89% active; AID 1527;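 active = inhibition above the mean of all tested compounds plus 3 SD, cutoff set per screening run, cut at about 7.5% in these data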;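 note: red hydrolysis product quenches plate fluorescence so inhibitors raise well fluorescence; 0% = enzyme with DMSO and 100% = DMSO without enzyme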
MEKK3 PB1 HTS – modulators (inhibitors or enhancers) of MEK5 binding to human MEKK3 PB1 domain; bead-based flow cytometry, Alexa488-MEK5 binding to MEKK3; actives lie on both sides; 0 = blocked by unlabeled MEK5, 100 = vehicle; binding response (% of control), % at 10 µM; 290,000 tested, 1.4% active; AID 1529;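 active = binding response more than 3 SD above or below the average of its plate-row segment, actives on both sides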;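 note: Alexa488 bead fluorescence after subtracting the streptavidin-only scavenger bead signal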
pCIP destab – lowers stability of the mouse p/CIP coactivator protein; 290,000 tested, 0.01% active; F442A p/CIP-EGFP cells, EGFP fluorescence, 16 h; decrease of EGFP signal, % at 10 µM;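 active = EGFP signal decrease of at least 30% at 10 µM or well 3 SD below plate mean, unless failing retest; inactive = the rest, including hits failing retest or dose response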; note: some compounds called inactive have numbers as strong as hits; many of its hits are not listed in these tables
SUMO HTRF inh – SUMOylation inhibition; inhibition, % at 35 µM; HTRF SUMOylation assay, SAE1/SAE2 + UBC9, in vitro; P63279; 290,000 tested, 0.36% active; in the data active = inhibition above about 50%, passing the limit was not always enough; note: strong numbers were not always called active
FID counter – counter-screen for HCV NS3 helicase inhibitors: DNA intercalator displacement | 290,000 tested, 0.17% active | inhibition, % at 7.9 µM | DNA fluorescent intercalator displacement, fluorescence; in the data active = inhibition above about 37%;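 note: 0% = vehicle and 100% = reference compound; higher means more ethidium bromide displaced from hairpin DNA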
NS3 helicase inh – blocks Hepatitis C virus NS3 helicase unwinding | AID 1800 | 290,000 tested, 0.56% active | NS3 helicase DNA unwinding, Cy5 molecular beacon fluorescence | inhibition, % at 10.9 µM;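 active = inhibition above the mean of all tested compounds plus 3 SD, set per campaign, cut at about 35% in these data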;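 note: 0% = DMSO wells and 100% = thioflavine S control wells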
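Assay system – hepatitis C virus NS3 helicase domain fragment enzyme · Buffer or medium – MOPS pH 6.5, MgCl2, DTT, Tween20, BSA · Reagent – Cy5/quencher beacon DNA duplex and ATP to start · Compound – single 10.9 µM dose · Timing – 1 h at 25 °C · Technique – Cy5 beacon fluorescence read at start and 1 h · Measure – % inhibition of unwinding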
Numbers without * were called inactive; . = not tested or not shown. An excerpt, so the mix of outcomes need not match the whole.

SMILES	IDE act	IMP-1 inh	PHOSPHO1 inh	VIM-2 inhibitor	MEKK3 PB1 HTS	pCIP destab	SUMO HTRF inh	FID counter	NS3 helicase inh
CSc1ncccc1C(=O)NCCc1ccc(Cl)cc1	6	0.4	6	-2.1	93	-13	-9	-5	0
Cc1cc(=O)oc2c3c(cc(OCC(=O)NCc4ccccc4)c12)OC(C)(C)CC3	2	-2.3	29	-3.0	101	-4	15	-35	-5
CC(=O)c1ccc(C(=O)N(C)C2CCCN(Cc3ccccc3F)C2)s1 (stereo not given)	4	-2.4	36	2.5	100	-3	16	-12	-1
CN(CCC#N)C(=S)Nc1ccc(S(=O)(=O)N2CCOCC2)cc1	1	-4.5	2	-5.4	109	-22	14	-5	3
Cc1nn(-c2cccc(Cl)c2)c(Cl)c1/C=N/NC(=O)c1cccs1	0	-1.1	-26	-1.1	88	-7	34	-1	22
CCN(CC)CCCN1C(=O)CSC1c1ccc2c(c1)OCO2 (stereo not given)	3	-4.5	0	-1.8	80	-22	-2	2	-1
CCC(C)NC(=O)CSc1nc2n[nH]c(C)c2c(=N)n1-c1ccc(OC)cc1 (stereo not given)	-4	-4.6	34	-3.1	92	-11	-15	-24	7
COc1cc(O)c(CCC(=O)c2ccc(OC)c(OC)c2)c(OC)c1	-3	2.1	44	3.4	104	5	-6	-24	24
CCn1nc(C(=O)OC(C(=O)c2c[nH]c3ccccc23)c2ccccc2)c2ccccc2c1=O (stereo not given)	-5	-3.7	1	-0.2	100	-1	-16	-2	-1
Cc1ccc(C)c(NC(=O)C(Sc2cccc[n+]2[O-])c2ccccc2)c1 (stereo not given)	2	-2.3	24	-3.2	104	13	11	-8	1

The closing 2 compounds of the part above come first, to join the parts:
SMILES	IDE act	IMP-1 inh	PHOSPHO1 inh	VIM-2 inhibitor	MEKK3 PB1 HTS	pCIP destab	SUMO HTRF inh	FID counter	NS3 helicase inh
CCn1nc(C(=O)OC(C(=O)c2c[nH]c3ccccc23)c2ccccc2)c2ccccc2c1=O (stereo not given)	-5	-3.7	1	-0.2	100	-1	-16	-2	-1
Cc1ccc(C)c(NC(=O)C(Sc2cccc[n+]2[O-])c2ccccc2)c1 (stereo not given)	2	-2.3	24	-3.2	104	13	11	-8	1
CN(C)C(=O)CSc1nnc([C@H](Cc2ccccc2)NC(=O)OC(C)(C)C)o1	3	-3.4	24	-5.2	104	2	-2	-23	-15
O=C(CSc1cccc2cccnc12)N/N=C/c1ccc(O)cc1	6	-3.0	32	-0.9	94	-13	14	-14	-3
Cc1nnc(SCC(=O)N2CCCC(C(=O)c3ccc(Cl)cc3)C2)o1 (stereo not given)	2	0.1	2	0.9	97	-7	-6	-19	-5
COc1ccc(CNC(=O)C2CCCN(S(=O)(=O)c3ccccc3)C2)cc1 (stereo not given)	0	-2.3	.	-1.6	108	-5	-10	-15	3
O=C(CCC(=O)N(CC(=O)NC1CCCC1)Cc1ccc(F)cc1)Nc1nccs1	5	-2.8	41	-4.2	102	-10	13	-32	-18
CC(C(=O)N1CCN(c2ccc(Cl)cc2)CC1)c1ncc(C(F)(F)F)cc1Cl (stereo not given)	6	-2.8	16	-2.3	113	-3	-35	-27	0
CC(=O)c1c(C)n(CC(=O)NCc2ccco2)c2ccccc12	1	-1.7	69*	0.0	100	-1	16	0	-2
CN1CC(=O)N(CC(=O)NCc2ccc3c(c2)OCO3)C1=O	2	-3.0	9	-1.0	97	-3	15	-1	-2
CCOC(=O)C1CCCN(CC(=O)Nc2nccs2)C1 (stereo not given)	4	-3.8	30	-3.4	98	-12	-3	-7	12
Brc1ccc(-c2ccc(/C=N/Nc3nncc(-c4ccccc4)n3)o2)cc1	8	-3.6	2	-2.8	96	-2	-39	-3	-6

A different layout for 3 compounds above:
> CN1CC(=O)N(CC(=O)NCc2ccc3c(c2)OCO3)C1=O
  IDE act: 2; IMP-1 inh: -3.0; PHOSPHO1 inh: 9; VIM-2 inhibitor: -1.0; MEKK3 PB1 HTS: 97; pCIP destab: -3; SUMO HTRF inh: 15; FID counter: -1; NS3 helicase inh: -2
> CCOC(=O)C1CCCN(CC(=O)Nc2nccs2)C1 (stereo not given)
  IDE act: 4; IMP-1 inh: -3.8; PHOSPHO1 inh: 30; VIM-2 inhibitor: -3.4; MEKK3 PB1 HTS: 98; pCIP destab: -12; SUMO HTRF inh: -3; FID counter: -7; NS3 helicase inh: 12
> Brc1ccc(-c2ccc(/C=N/Nc3nncc(-c4ccccc4)n3)o2)cc1
  IDE act: 8; IMP-1 inh: -3.6; PHOSPHO1 inh: 2; VIM-2 inhibitor: -2.8; MEKK3 PB1 HTS: 96; pCIP destab: -2; SUMO HTRF inh: -39; FID counter: -3; NS3 helicase inh: -6

(cont.)
SMILES	IDE act	IMP-1 inh	PHOSPHO1 inh	VIM-2 inhibitor	MEKK3 PB1 HTS	pCIP destab	SUMO HTRF inh	FID counter	NS3 helicase inh
CCCc1cc(=O)oc2c(CN3CCCC3)c(O)c(Cl)cc12	-1	-0.1	-4	-2.8	103	7	44	-5	10
COCc1nnc(NC(=O)c2ccc(NC(=O)C(C)C)cc2)s1	-2	-1.3	9	-1.6	82	9	1	-6	5
O=C(O)c1ccccc1-c1nc(-c2ccccc2)c(-c2ccccc2)[nH]1	-1	-1.5	20	-2.4	98	-11	26	-10	8
Cc1ccc(CS(=O)(=O)Cc2ccc(C(=O)NC3CC3)o2)cc1	4	4.0	33	-2.0	99	-7	3	-8	2
CC(C)(C)C(=O)N1CCN(c2ccc([N+](=O)[O-])c(NCc3cccnc3)c2)CC1	10	-2.4	42	-3.8	98	-14	-2	-31	1
CCOc1ccc(Br)cc1CN(CC)CC	3	-3.0	47	-0.3	90	-19	2	3	-3
CNC(=S)N1CCN(c2nc3ccccc3s2)CC1	-5	-2.7	26	-0.5	101	5	8	-4	-9
C/C(=N\NC(=O)c1cc(Cl)ccc1O)c1ccc(Br)s1	6	-3.6	0	-5.8	79	6	20	-1	-4
Cc1cc(=O)nc2c3ccccc3n(C(C)C(=O)Nc3c(F)c(F)c(F)c(F)c3F)n12 (stereo not given)	1	-1.3	32	0.1	99	-23	18	-13	-11
O=C(O)c1cc(N/N=C/c2cccnc2)ccc1Cl	7	-2.9	4	-2.3	104	3	-1	0	-5
CC(=O)Nc1ccc(S(=O)(=O)Oc2ccccc2N2CCCCC2)cc1	3	0.0	18	0.1	102	-15	-20	-13	-19
CCOC(=O)CSc1nc(N2CCOCC2)c2c(c1C#N)CC(C(C)C)OC2 (stereo not given)	-5	-2.8	39	-3.5	105	-7	0	-28	-19
COc1nc(NC(=O)c2ccc(F)cc2)nc(OC)c1-c1ccccc1	4	-2.4	8	-2.8	100	-11	12	-28	9
COC(=O)C(COC(=O)c1c(F)cccc1F)NC(=O)c1c(F)cccc1F (stereo not given)	2	-0.9	11	-0.3	103	-3	13	1	8
CCOC(=O)Cc1c(C)nc2c(-c3ccccc3)c[nH]n2c1=O	2	-4.9	4	-4.7	.	3	-9	-6	18
COc1cc(C(C)=O)ccc1OCC(=O)NCC1(N2CCCCC2)CCCCC1	2	-4.4	-10	-4.4	116	12	-15	-2	9
CC1CCCN(C(=O)C2CCC(CNc3c(N4CCCCC4)c(=O)c3=O)CC2)C1 (stereo not given)	6	-0.8	17	-1.5	94	0	9	-31	-4
Nc1nc(CSc2nnnn2-c2ccc(F)c(Cl)c2)nc(N2CCOCC2)n1	-5	0.6	.	-0.9	97	.	.	-1	-10
COc1ccc(/C=C2\Oc3cc(OCC(=O)N4CCC(C(=O)O)CC4)ccc3C2=O)c(OC)c1OC	23*	-1.2	8	-0.2	104	2	3	-25	-23
Cc1nnc(NC(=O)C(c2ccccc2)c2ccccc2)s1	1	-0.8	31	-1.1	98	-21	2	-17	-6
CCOC(=O)c1nn(-c2ccc(C)c(C)c2)c(=O)c(C#N)c1C	-3	-3.6	14	-1.1	102	8	10	-14	2
COc1ccc(-c2cc(C(F)(F)F)nc(N)n2)cc1	0	-3.2	20	-2.4	107	-8	12	9	4
CCn1c(C(=O)NCCCc2ccccc2)cc2sccc21	-4	-1.7	5	-1.6	82	2	-8	-28	3
Cc1cccc(NC(=S)NC(=O)c2ccc(-c3ccccc3)cc2)n1	-4	-3.5	40	-3.2	103	-11	-2	-15	-12
Cc1c(Cl)cccc1NC(=O)CNC(=O)c1ccccc1F	-1	-2.8	-1	-2.6	104	-20	6	0	2
COc1ccc(NC(=O)CSc2nccn2C)cc1S(N)(=O)=O	6	-2.5	3	-1.6	109	14	-8	-13	1
O=C(NC12CC3CC(CC(C3)C1)C2)c1cc(F)c(F)c(F)c1F	3	0.3	44	0.6	105	-6	4	-19	-13
CCC(=NCc1ccccc1)C1=C(O)C(C(=O)OC)C(C)(C)CC1=O (stereo not given)	2	-2.9	21	-4.2	88	-6	26	-26	4
Cn1c(C2=C(O)CN(Cc3ccccc3)C2=N)[n+](C)c2ccccc21	-6	-1.9	-8	-1.7	98	-2	18	-1	17
COc1ccc(C2C(C#N)=C(N)Oc3n[nH]c(C)c32)cc1Cn1nnc2ccccc21 (stereo not given)	-1	1.4	-4	-1.4	97	-12	12	-10	2
N/C(=N\OC(=O)c1cccc(Cn2cc(C(F)(F)F)ccc2=O)c1)c1ccccc1	6	-2.0	-13	-3.1	104	-7	-5	-10	-2
Cc1cccc(C(=O)CC(=O)c2cc(Cl)ccc2O)c1	-4	0.8	4	-2.5	121	-5	11	0	3
Cc1ccc2nc(NC(=O)C3CCN(C(=O)c4ccc(F)cc4)CC3)sc2c1	-5	-2.9	51	-3.6	99	-8	4	-35	-15
COc1ccc(CCNC(=O)C(=O)NCC2OCCN2C(=O)c2ccc(Cl)cc2)cc1 (stereo not given)	3	-2.9	38	-1.8	103	-13	-2	-41	5
Cc1c(Cl)cccc1NC(=O)[C@@]1(CC(=O)O)CC(/C=C/c2ccccc2)=NO1	-4	-3.6	24	-0.9	96	5	12	-24	5
O=C(CSc1nc2c(sc3ccccc32)c(=O)n1CCc1ccccc1)NCc1ccco1	8	-6.0	-3	-1.7	102	-12	40	-3	7
CC(=O)c1cc2c(cc1N/C(=N/S(=O)(=O)c1ccc(C)cc1)c1ccc(Cl)cc1)OCO2	5	-2.8	21	0.6	99	-4	9	-3	-1
CCc1ccc(NC(=O)C2CC=CCC2C(=O)O)cc1 (stereo not given)	-2	-0.9	-8	-0.5	101	-6	23	1	0

Looked up one by one from above:
SMILES	IDE act	IMP-1 inh	PHOSPHO1 inh	VIM-2 inhibitor	MEKK3 PB1 HTS	pCIP destab	SUMO HTRF inh	FID counter	NS3 helicase inh
Cc1cccc(C(=O)CC(=O)c2cc(Cl)ccc2O)c1	-4	0.8	4	-2.5	121	-5	11	0	3
COc1ccc(CCNC(=O)C(=O)NCC2OCCN2C(=O)c2ccc(Cl)cc2)cc1 (stereo not given)	3	-2.9	38	-1.8	103	-13	-2	-41	5

Some entries already given with just FID counter and pCIP destab:
molecule,FID counter,pCIP destab
COc1ccc(CCNC(=O)C(=O)NCC2OCCN2C(=O)c2ccc(Cl)cc2)cc1 (stereo not given),-41,-13
Cc1c(Cl)cccc1NC(=O)[C@@]1(CC(=O)O)CC(/C=C/c2ccccc2)=NO1,-24,5
